Source: PubChem BioAssay
NOD1 NF-kB reporter = NOD1 signaling inhibitors, primary screen, cell-based, luminescence, uHTS (AID 1578); NOD1-driven NF-kB luciferase reporter cells, luminescence; higher % means a stronger effect; inhibition, % at 4 µM, or EC50 in µM where a hit was titrated; 1% of 290,000 active; in the data active means inhibition mostly above about 36%, no sharp cut-off; inactive means mostly below about 34%;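 further: HEK-293T reporter cells stimulated with the NOD1 agonist gamma-tri-DAP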
Dynein cargo inh = dynein cargo transport inhibition; 3617.4 mouse cells, GR-EGFP nuclear translocation imaging; test concentration mostly 20 µM; stimulated with dexamethasone, 1 µM; stronger effect = lower value; z-score, hits read low; 0.47% of 220,000 active;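 active means plate z-score of nuclear minus cytoplasmic receptor signal below a set negative limit, without overly bright fluorescence or cell loss, cut at about -3.5 in these data, passing the limit was not always enough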;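 further: z-score of nuclear minus cytoplasmic ring GR-EGFP intensity difference per well; some compounds called inactive have numbers as strong as hits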
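medium = tetracycline-free induction medium containing charcoal-stripped FBS | also added = 1.0 µM final dexamethasone stimulus | schedule = 48 h induction, 1 h compound, 30 min dex at 37 °C | technique = fixed, Hoechst-stained cells imaged at 10x for EGFP | measure = GR-EGFP nuclear translocation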
KOR beta-arrestin-1 = KOR antagonists, beta-arrestin recruitment, cell-based, luminescence, uHTS (AID 1778); one-dose inhibition, % at 10 µM; IC50 in µM for titrated hits; KOR beta-arrestin recruitment, luminescence, antagonist mode; higher % means a stronger effect; 0.091% of 290,000 active; further: strong numbers were not always called active
AID2073 = disruptors of CaV2.2 binding to Mint1 – biochemical, HTRF (AID 2073). HTRF protein-protein interaction, Mint1-CaV2.2; higher % means a stronger effect. 0.19% of 290,000 active. one-dose inhibition, % at 20 µM; IC50 in µM for titrated hits; in the data active means inhibition mostly above about 51%, no sharp cut-off; further: some results filed as inactive read as strong as hits
HEK293 NOD2/NF-kB = NOD2 signaling inhibitors, cell-based, luminescence, uHTS, HEK293 (AID 1566); HEK293 NOD2/NF-kB luciferase reporter, luminescence; higher % means a stronger effect; 0.63% of 290,000 active; inhibition, % at 4 µM; hits with a dose series show EC50 in µM; further: many of its hits are not listed in these tables
P. falciparum M17LAP = P. falciparum M17LAP inhibitors, primary screen, biochemical, fluorogenic H-Leu-NHMec substrate, 1536-well (AID 1619). one-dose inhibition, % at 30 µM; IC50 in µM for titrated hits. 0.38% of 220,000 active. recombinant M17LAP, H-Leu-NHMec fluorogenic kinetic assay; higher % means a stronger effect;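 active means compound inhibiting the enzyme by more than half at any dose during confirmatory dose-response retesting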;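 further: plate controls were full reaction with DMSO carrier for no effect and no enzyme background for full effect; strong numbers were not always called active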
P. falciparum M1AAP = malaria alanyl aminopeptidase activity blockers – biochemical, fluorogenic H-Leu-NHMec substrate, 1536-well (AID 1445). 0.42% of 220,000 active. inhibition, % at 30 µM; hits with a dose series show IC50 in µM. recombinant M1AAP, H-Leu-NHMec fluorogenic kinetic assay; higher % means a stronger effect;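 active means primary inhibition above the hit cutoff, then over 50% inhibition at one or more dose response concentrations, cut at about 23% in these data, passing the limit was not always enough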;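 further: plate controls were DMSO full reaction for no effect and no enzyme background for full effect; strong numbers were not always called active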
GPR55 beta-arrestin = selective activators of receptor GPR55 – imaging, U2OS cells, beta-arrestin-GFP redistribution, primary screen (AID 1961); U2OS GPR55 beta-arrestin-GFP redistribution imaging; higher % means a stronger effect; activation, % at 10 µM, or EC50 in µM where a hit was titrated; 0.048% of 290,000 active;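 active means activation above 40% with more than 50 cells counted in the well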;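 further: U2OS osteosarcoma cells stably expressing GPR55 and beta-arrestin-GFP; plate controls were DMSO negative control for no effect and LPI positive control for full effect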
KOR beta-arrestin-2 = KOR agonists, beta-arrestin recruitment, primary screen, cell-based, luminescence, uHTS (AID 1777); KOR beta-arrestin recruitment, luminescence; higher % means a stronger effect; activation, % at 10 µM, or EC50 in µM where a hit was titrated; 0.02% of 280,000 active; in the data active means activation above about 50%, passing the limit was not always enough; further: a part of the inactive calls stands beside numbers as strong as those of hits
Dynein cargo inh cytoplasmic EGFP = further read-out of Dynein cargo inh, marked with its call; z-score; measured here: cytoplasmic GR-EGFP intensity; stronger effect = higher value
Dynein cargo inh nuclear GR-EGFP = further read-out of Dynein cargo inh, marked with its call; z-score; measured here: nuclear GR-EGFP intensity;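 lower value marks the stronger effect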
Dynein cargo inh cell count = second read-out of Dynein cargo inh, no call of its own (marks repeat the call); z-score; measured here: cell count per field
* marks the source's active call; other numbers are inactive results; / = not tested or not shown; [ ] = remark or other dose. Unless noted, no stated cut-off is given here; in the data, active means inhibition above about 50%; inactive means the rest. Some of the compounds tested. The share of hits here may be higher or lower than overall.

Under each structure: NOD1 NF-kB reporter, Dynein cargo inh, Dynein cargo inh cytoplasmic EGFP, Dynein cargo inh nuclear GR-EGFP, Dynein cargo inh cell count, KOR beta-arrestin-1, AID2073, HEK293 NOD2/NF-kB, P. falciparum M17LAP, P. falciparum M1AAP, GPR55 beta-arrestin, KOR beta-arrestin-2
- Cc1cccn2c(=O)c3cc(S(=O)(=O)c4ccc(Br)cc4)c(=N)n(C4CCCCC4)c3nc12
→ -9%, /, /, /, /, 0%, 18%, -34%, /, /, 0.3%, 4.4%
- CCCn1c(=O)[nH]c(=O)c2c1nc(-c1ccccc1)n2CCN1CCOCC1
→ -11%, 2.1, 0.14, 1.2, -0.89, /, 32%, -11%, -1%, -6%, 0.2%, /
- Cc1oc(-c2ccccc2Cl)[n+]([O-])c1C
→ 10%, -0.39, -0.18, -0.051, 0.53, -26%, -4%, 10%, -5%, 3%, 0.0%, -4.7%
- CCC(C)c1ccc(C2C3=C(Nc4nc(N)[nH]c(=O)c42)c2ccccc2C3=O)cc1 (centres undefined)
→ -15%, -0.95, -0.24, -0.51, 1.2, -32%, 35%, -2%, 5%, 9%, 0.5%, 3.7%
- CSCC[C@@H](CO)NC(=O)c1ccc2nc(C3CCCCC3)oc2c1
→ -22%, /, /, /, /, -22%[20 µM], -3%, 6%, /, /, 0.1%, -2.8%
- O=C(CC1SCCNC1=O)Nc1cccc([N+](=O)[O-])c1 (centres undefined)
→ -4%, 0.19, -0.12, 0.053, -1.8, 34%, -7%, 13%, -3%, 0%, -0.1%, -1.6%
- O=C(NCCN1CCOCC1)C(=O)NCC1OCCN1C(=O)c1ccc(Cl)cc1 (centres undefined)
→ -10%, 2.1, -0.14, 2.3, -1.1, 9%, -4%, 17%, -11%, -3%, -0.3%, -1.2%
- Cc1ccc(N2C(=O)c3n[nH]c(C)c3C2c2ccccn2)cc1 (centres undefined)
→ 4%, 1.1, -0.25, 0.64, -0.27, -8%, 4%, -15%, -1%, 12%, -0.1%, 23%
- Cc1ccc(CNC(=O)Cc2ccc(-n3cccc3)cc2)cc1
→ -32%, -0.57, -0.29, -0.57, 0.95, -62%, 8%, -3%, 7%, 2%, -0.3%, 9.1%
- Cc1oc(-c2ccccc2Cl)nc1CN1CCCCC1CO (centres undefined)
→ -14%, 0.13, -0.21, -0.053, -0.25, -22%[20 µM], 3%, 11%, -10%, -9%, -0.1%, /
- COc1ccc(CCN2CC(C(=O)N3CCC(O)(c4ccccc4)CC3)CCC2=O)cc1 (centres undefined)
→ -16%, /, /, /, /, -14%, 8%, 1%, /, /, 0.0%, -3.0%
- COc1cnc(-c2ccccc2)nc1OC
→ -15%, -0.14, -0.37, -0.041, 0.12, -56%, -2%, -5%, 1%, 8%, -0.2%, 2.4%
- CCCOc1ccc(C(=O)ON=C2CCN(C)CC2)cc1
→ -22%, -0.43, -0.32, -0.12, 0.7, 6%, 7%, 1%, 3%, -1%, -0.3%, -2.1%
- O=C(NC1CCS(=O)(=O)C1)c1cnccn1 (centres undefined)
→ 18%, -0.79, -0.28, -0.45, 1.5, /, 8%, 3%, 0%, 2%, 0.2%, -8.0%
- NC(=O)c1nsc(C(=O)N(c2ccc(F)cc2)C(C(=O)NC2CCCC2)c2ccncc2)c1N (centres undefined)
→ -22%, /, /, /, /, 11%, 17%, 12%, /, /, 0.3%, -6.6%
- FC(F)(F)c1nnc2ccc(N3CCOCC3)nn12
→ -19%, 1.1, -0.27, 1.1, -1.1, -6%, 16%, -1%, -3%, 14%, -0.1%, 2.0%
- COc1cc(CNC(=O)C2CCCC2)cc(OC)c1OC
→ -12%, /, /, /, /, -12%, -7%, 2%, /, /, -0.1%, -3.1%
- CC(C)CC(=O)NC(=S)Nc1cccc(NC(=O)c2ccccc2Cl)c1
→ -19%, -0.28, -0.26, -0.16, 0.59, -44%, -3%, 2%, 4%, 5%, -0.1%, 1.8%
- CC1CN(C(=O)CCC(=O)N2CCCCC2)c2ccccc2O1 (centres undefined)
→ -11%, /, /, /, /, 1%[20 µM], 9%, 4%, /, /, 0.0%, -4.5%
- CC(=O)N/C(=C\c1ccc(F)cc1)C(=O)NC(Cc1c[nH]c2ccccc12)C(=O)O (centres undefined)
→ -18%, 0.015, -0.23, -0.2, 0.25, 0%, 2%, 18%, 0%, 1%, 0.3%, -2.2%
- CCc1ccc(NC(=O)NCCN2CCc3ccccc3C2)cc1
→ -14%, -0.67, -0.035, 0.19, 0.37, -13%, 1%, 6%, 2%, 4%, 0.3%, -4.7%
- C/C(=N\NC(=S)Nc1ccc(C)cc1)c1cccc(N)c1
→ -40%, -0.39, -0.3, -0.24, -0.45, -6%[20 µM], 22%, -24%, -6%, 2%, 0.0%, -5.3%
- Cc1c(NC(=O)COc2ccc3ccccc3c2)c(=O)n(-c2ccccc2)n1C
→ -8%, /, /, /, /, -31%, 6%, 3%, /, /, -0.4%, 0.4%
- Cc1ccc(C2C(=O)N(C3CCCC3)CC(=O)N2CC2COc3ccccc3O2)cc1 (centres undefined)
→ 4%, -0.3, 0.0068, -0.1, 0.66, 11%, -1%, 4%, 3%, 7%, -0.1%, 5.4%
- Cc1cccc(CN2CCc3c(OCC(=O)N4CCCc5ccccc54)cccc3C2=O)c1
→ -13%, -0.51, -0.24, -0.46, 0.27, 28%, 12%, -5%, -8%, -2%, 0.2%, -4.2%
- Cc1cccn2c(=O)c3cc(C(=O)NCCc4ccccc4)sc3nc12
→ -18%, /, /, /, /, -24%, 8%, 7%, /, /, -0.1%, -1.6%
- COc1ccc(NC(=O)C2CCN(S(=O)(=O)c3c(C)noc3C)CC2)cc1OC
→ -47%, /, /, /, /, -43%, 8%, -3%, /, /, 0.2%, 0.9%
- COc1ccc(/C=N\NC(=O)COc2ccc(C(C)(C)C)cc2)cc1Cn1nc(C)cc1C
→ -11%, 0.9, -0.25, 0.74, 0.88, -1%, 0%, -13%, 2%, 3%, -0.2%, 4.6%
- CC(C)CC(=O)Nc1nnc(S(=O)(=O)N2CCc3ccccc32)s1
→ -12%, /, /, /, /, -48%[20 µM], 4%, 18%, /, /, 0.3%, -4.7%
- Cc1ccc(C(C)C)c(OCC(=O)NN=C2CCCC2)c1
→ -28%, -0.85, -0.18, -0.32, -0.048, 24%, -8%, 7%, 8%, 0%, 0.2%, -3.7%
- C=CCOC(=O)c1sc(NC(=O)c2ccc(OC)cc2)nc1C
→ -28%, 1.2, -0.16, 0.68, -0.97, -27%[20 µM], 44%, -67%, -6%, -1%, -0.1%, /
- CC1CCN(c2ccc(C(=O)O)cc2N)CC1
→ 15%, 0.48, -0.32, 0.086, 0.025, 13%, 10%, 2%, 4%, 4%, -0.2%, 14%
- COCCN(C(=O)Cn1nnc2ccccc21)C(C(=O)NC1CCCC1)c1ccc(OC)cc1OC (centres undefined)
→ -2%, 0.72, -0.25, 0.29, 0.47, 33%, -3%, 16%, -17%, 1%, -0.2%, 8.5%
- CC1CCCCC1NC(=O)/C(C#N)=C/c1ccc2c(c1)OCCO2 (centres undefined)
→ -39%, 0.43, -0.25, -0.16, -0.39, -8%, 18%, 15%, 8%, 12%, -0.1%, -2.6%
- CCC(=O)C1=C(N2CCCC2)CC(C)(C)CC1=O
→ -9%, 1.3, -0.039, 1.1, -0.98, -14%, -4%, 6%, 4%, -1%, -0.1%, -1.9%
- Cc1ccc(-c2cc(C(=O)OCC(=O)N(C)C3CCS(=O)(=O)C3)c3ccccc3n2)c(C)c1 (centres undefined)
→ -44%, 0.24, -0.29, 0.63, -0.71, -46%, -3%, 5%, -3%, 5%, -0.6%, 7.1%
- COc1ccc(CCN=C(N)NS(=O)(=O)c2ccccc2)cc1OC
→ -1%, 0.82, -0.11, 0.91, -1.4, -8%, 7%, 12%, -1%, 0%, 0.9%, 0.0%
- N#Cc1ccc(C23CC4CC(CC(C4)C2)C3)[nH]c1=O
→ 15%, 0.014, -0.32, -0.2, 0.29, -7%, 15%, 22%, -1%, -2%, 0.7%, -0.6%
- Cc1ccc2cc(CN(CC3CCCO3)C(=S)Nc3ccccc3)c(=O)[nH]c2c1 (centres undefined)
→ 3%, 0.1, -0.32, 0.39, 0.82, -15%, -2%, -19%, 0%, 13%, -0.2%, -2.4%
- O=C(CNc1cccc(S(=O)(=O)N2CCCCC2)c1)Nc1ccccc1F
→ -33%, /, /, /, /, 18%, 10%, 2%, /, /, 0.0%, 0.9%
- CCC(CC)c1nnc(NC(=O)c2ccc3ccccc3n2)s1
→ /, 0.8, -0.23, -0.7, -0.59, -25%, 3%, -68%, -10%, 44%, -0.3%, 2.3%
- O=c1[nH]c(C2CCCN(S(=O)(=O)c3ccccc3)C2)nc2c1nnn2Cc1ccc2c(c1)OCCO2 (centres undefined)
→ 5%, /, /, /, /, -21%, 9%, 22%, /, /, 0.4%, 0.4%
- Cc1ccccc1C(=O)c1cccn1CC(=O)NCc1ccco1
→ 4%, 0.27, -0.28, 0.37, -0.57, -5%, 21%, 1%, 4%, 6%, -0.2%, 0.0%
- COc1ccc(NC(=O)CSCC(=O)N=c2sccn2C)cc1
→ -20%, /, /, /, /, 17%, 7%, 1%, /, /, -0.1%, 0.9%

A second format for part of the listing above:
compound | NOD1 NF-kB reporter | Dynein cargo inh | Dynein cargo inh cytoplasmic EGFP | Dynein cargo inh nuclear GR-EGFP | Dynein cargo inh cell count | KOR beta-arrestin-1 | AID2073 | HEK293 NOD2/NF-kB | P. falciparum M17LAP | P. falciparum M1AAP | GPR55 beta-arrestin | KOR beta-arrestin-2
C=CCOC(=O)c1sc(NC(=O)c2ccc(OC)cc2)nc1C | -28% | 1.2 | -0.16 | 0.68 | -0.97 | -27%[20 µM] | 44% | -67% | -6% | -1% | -0.1% | /
CCC(=O)C1=C(N2CCCC2)CC(C)(C)CC1=O | -9% | 1.3 | -0.039 | 1.1 | -0.98 | -14% | -4% | 6% | 4% | -1% | -0.1% | -1.9%
COc1ccc(CCN=C(N)NS(=O)(=O)c2ccccc2)cc1OC | -1% | 0.82 | -0.11 | 0.91 | -1.4 | -8% | 7% | 12% | -1% | 0% | 0.9% | 0.0%
COc1ccc(NC(=O)CSCC(=O)N=c2sccn2C)cc1 | -20% | / | / | / | / | 17% | 7% | 1% | / | / | -0.1% | 0.9%
COCCN(C(=O)Cn1nnc2ccccc21)C(C(=O)NC1CCCC1)c1ccc(OC)cc1OC (centres undefined) | -2% | 0.72 | -0.25 | 0.29 | 0.47 | 33% | -3% | 16% | -17% | 1% | -0.2% | 8.5%
